High-throughput results from PubChem BioAssay.
GAA glycogen = alters human alpha-glucosidase cleavage of glycogen. P10253. recombinant GAA, glycogen substrate, Amplex Red glucose oxidase fluorescence. Potency, µM (titrated, usually from 76.4 µM), inactives show top-dose activity change, negative = inhibition, hits mostly inhibitors. 300,000 tested, 0.38% active. AID 2100; active = well fitted inhibition curve with a large enough effect; inconclusive = small, poorly fitted or top-dose-only effect, or another doubt; inactive = no such curve, though single readings can be large or run the other way;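 also: 0% = full enzyme reaction and -100% = no-enzyme basal signal; the screen sought inhibitors and activators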
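Natural-substrate format: glycogen cleavage by 4 nM human enzyme, glucose read by Amplex Red coupling (Ex 573, Em 610 nm). Normalized to enzyme and no-enzyme controls.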
* hit, by the source's call; ? = inconclusive; [ ] = dose if it differs, or a comment. Potency is read from the fitted curve at half-maximal effect.

SMILES	GAA glycogen
CN(Cc1ccccc1)c1ccc(-c2nc(-c3cccnc3)no2)cc1[N+](=O)[O-]	6%[76.3 µM]
CC(C)(C)C1CCc2nc(NC(=O)Cc3ccccc3)sc2C1 (stereo not drawn)	16%[76.3 µM]
COc1ccccc1-c1cnn2c(NCCc3ccccc3)cc(C)nc12	-2%
Cn1c(=O)c(=O)n(C)c2cc(S(=O)(=O)CCC(=O)N3CCCCC3)ccc21	-9%[76.3 µM]
Cc1ccc(-c2nc(S(=O)(=O)c3ccc(F)cc3)c(N3CCN(c4ccccc4)CC3)o2)cc1	-15%[76.3 µM]
Cc1ccc(S(=O)(=O)NCCC(=O)Nc2ccc(S(=O)(=O)NC(C)C)cc2)cc1	-4%[76.3 µM]
Cc1ccsc1CN(Cc1ccco1)C(=O)c1ccc(Cl)cc1	-11%[76.3 µM]
CCCCOc1cccc(C(=O)Nc2ccc(NC(=O)c3ccco3)cc2)c1	13%
CCc1ccc(OCC(=O)Nc2ccc(S(=O)(=O)Nc3ccccn3)cc2)cc1	-5%
COc1ccc(N/C=C/C(=O)c2cc(OC)c(OC)c(OC)c2)cc1	?
CC1(CCBr)C(=O)N(c2ccccc2)c2ccccc21 (stereo not drawn)	11%[76.3 µM]
COc1ccc(S(=O)(=O)NCC2CCC(C(=O)NCc3ccc(F)cc3)CC2)cc1 (stereo not drawn)	3%
O=C(COc1ccc([N+](=O)[O-])cc1)Nc1nc2c(s1)CCCC2	5%[76.3 µM]
COc1ccc(C(C)NCCC(c2ccc(OC(C)C)cc2)c2ccccc2OC)cc1 (stereo not drawn)	-7%
CCOc1ccc(C2/C(=C(\O)c3ccc4c(c3)OCCO4)C(=O)C(=O)N2CCCN2CCOCC2)cc1OC (stereo not drawn)	-16%[76.3 µM]
CCN(Cc1ccncc1)Cc1ccc(OC)cc1OC	-14%[76.3 µM]
O=C(CCCC(=O)N(CC(=O)NC1CCCC1)c1ccc(F)c(Cl)c1)Nc1ccccn1	0%
COc1ccc(C(C(=O)NCc2ccccc2)N(C(=O)c2snc(C(N)=O)c2N)C2CCCC2)cc1O (stereo not drawn)	5%
CCOC(=O)CSc1nnc2n(-c3ccccc3)c(=O)c3c4c(sc3n12)CC(C(C)(C)C)CC4 (stereo not drawn)	-7%[76.3 µM]
O=C(CSc1ccc([N+](=O)[O-])cn1)Nc1ccccc1N1CCOCC1	7%[76.3 µM]
CSc1nc2nc(-c3cccs3)cc(C(F)(F)F)c2c(=O)[nH]1	-1%[76.3 µM]
O=C(CSc1nnc(CNC(=O)c2c(F)cccc2Cl)o1)Nc1ccccc1F	-10%[76.3 µM]
COc1ccc(C2=C(N3CCN(c4cc(C)ccc4C)CC3)c3ccccc3C2=O)cc1	13%[76.3 µM]
O=C(NCCN1CCOCC1)c1ccc(Cl)cc1O	-6%
Fc1ccc(-n2nnc(-c3ccccc3Br)n2)cc1	4%[76.3 µM]

Part of the list above, as labelled records:
> CC1(CCBr)C(=O)N(c2ccccc2)c2ccccc21 (stereo not drawn)
  GAA glycogen: 11%[76.3 µM]
> COc1ccc(S(=O)(=O)NCC2CCC(C(=O)NCc3ccc(F)cc3)CC2)cc1 (stereo not drawn)
  GAA glycogen: 3%

Back to the main list, repeating the seven entries before the break.
SMILES	GAA glycogen
CCOC(=O)CSc1nnc2n(-c3ccccc3)c(=O)c3c4c(sc3n12)CC(C(C)(C)C)CC4 (stereo not drawn)	-7%[76.3 µM]
O=C(CSc1ccc([N+](=O)[O-])cn1)Nc1ccccc1N1CCOCC1	7%[76.3 µM]
CSc1nc2nc(-c3cccs3)cc(C(F)(F)F)c2c(=O)[nH]1	-1%[76.3 µM]
O=C(CSc1nnc(CNC(=O)c2c(F)cccc2Cl)o1)Nc1ccccc1F	-10%[76.3 µM]
COc1ccc(C2=C(N3CCN(c4cc(C)ccc4C)CC3)c3ccccc3C2=O)cc1	13%[76.3 µM]
O=C(NCCN1CCOCC1)c1ccc(Cl)cc1O	-6%
Fc1ccc(-n2nnc(-c3ccccc3Br)n2)cc1	4%[76.3 µM]
CC1Oc2ccccc2N(CC(=O)N2CCCC2)C1=O (stereo not drawn)	-9%[76.3 µM]
COc1cccc(CCNC(=O)c2c(O)nc3cc(C)ccn3c2=O)c1	8%[76.3 µM]
COc1cc(OC)cc(-c2cc3nc(C)c(CCC(=O)Nc4ccc(F)c(Cl)c4)c(C)n3n2)c1	-7%[76.3 µM]
Cc1ccn2c(Nc3c(C)cccc3C)c(-c3ccsc3)nc2c1	?
CCS(=O)(=O)c1ncc(Cl)c(C(=O)N(Cc2ccccc2)Cc2ccco2)n1	-4%[76.3 µM]
COc1ccc(-c2cc(C(=O)N3CCN(C(=O)c4ccccc4F)CC3)[nH]n2)cc1	0%[76.3 µM]
O=C(NCc1ccco1)c1ccc2c(c1)N(Cc1ccc(Cl)cc1)C(=O)c1ccccc1S2=O (stereo not drawn)	-12%[76.3 µM]
O=C(NN1C(=O)NC2(CCCCC2)C1=O)c1ccc(-c2ccc([N+](=O)[O-])cc2)o1	-8%[76.3 µM]
O=C(CN1C(=O)S/C(=C\c2cccc(Cl)c2)C1=O)NC1C=CS(=O)(=O)C1 (stereo not drawn)	4%[76.3 µM]
O=C(COC(=O)c1cc([N+](=O)[O-])ccc1N1CCOCC1)Nc1ccc(Cl)cc1	-11%[76.3 µM]
Cc1ccc(N(CC(=O)NCc2ccccc2)C(=O)c2csnn2)cc1	2%[76.3 µM]
CCOC(=O)[C@@H]1[C@H]2COc3ccccc3[C@H]2N2C(=O)N(c3ccc(OC)cc3)C(=O)[C@]12C	11%[76.3 µM]
Cc1ccc(-n2nc(CO)c(C(=O)NC(C)c3ccccc3)n2)cc1C (stereo not drawn)	16%[76.3 µM]
O=C(Cn1ncc2c3ccccc3n(Cc3ccccc3)c2c1=O)N1CCCCCC1	5%[76.3 µM]
COc1ccc(C)cc1NC(=O)C1CCN(S(=O)(=O)c2c(C)noc2C)CC1	13%[76.3 µM]
COc1ccc(N(CC(=O)NC2CCCCC2C)S(=O)(=O)c2c(C)nn(C)c2C)cc1 (stereo not drawn)	9%[76.3 µM]
Cc1ccc(Cl)cc1N1CCN(c2ncnc3c2nc2n3CCCC2)CC1	17%[76.3 µM]
Cc1ccc2c(c1)N(CC(=O)NC(C)CCc1ccccc1)C(=O)c1cccnc1O2 (stereo not drawn)	14%[76.3 µM]
COc1cc2c(cc1OC)C(COc1ccc3c(C)cc(=O)oc3c1)N(C(=O)c1ccc(Cl)cc1)CC2 (stereo not drawn)	7%[76.3 µM]
COc1ccc(S(=O)(=O)N2CC=C(C(=O)NC3CCCC3)CC2)cc1	-13%[76.3 µM]
CCOC(=O)CNC(=S)N(Cc1ccco1)Cc1ccccc1Cl	-2%
COc1ccc(N2CCN(C(=O)c3ccc(-c4ccccc4)cc3)CC2)cc1	-1%
NC(=O)NCCCC(=O)NCC(c1ccccc1Cl)c1c[nH]c2ccccc12 (stereo not drawn)	-2%
COc1ccc(Cn2c(SCC(=O)N3CCN(c4ccc(F)cc4)CC3)nc3ccccc32)cc1	2%[76.3 µM]
CCC(=O)Nc1ccccc1-c1nc2ccccc2n(CC(=O)c2ccc(Br)cc2)c1=O	-8%[76.3 µM]

Copied from the list.
CCS(=O)(=O)c1ncc(Cl)c(C(=O)N(Cc2ccccc2)Cc2ccco2)n1 | GAA glycogen = -4%[76.3 µM]
CCOC(=O)[C@@H]1[C@H]2COc3ccccc3[C@H]2N2C(=O)N(c3ccc(OC)cc3)C(=O)[C@]12C | GAA glycogen = 11%[76.3 µM]
CCC(=O)Nc1ccccc1-c1nc2ccccc2n(CC(=O)c2ccc(Br)cc2)c1=O | GAA glycogen = -8%[76.3 µM]
COc1ccc(Cn2c(SCC(=O)N3CCN(c4ccc(F)cc4)CC3)nc3ccccc32)cc1 | GAA glycogen = 2%[76.3 µM]
O=C(Cn1ncc2c3ccccc3n(Cc3ccccc3)c2c1=O)N1CCCCCC1 | GAA glycogen = 5%[76.3 µM]

Next part
SMILES	GAA glycogen
COc1ccc(CNC(=O)Cn2ncc3c([nH]c4ccccc43)c2=O)cc1	14%[76.3 µM]
COc1cc2c(=O)c(S(=O)(=O)c3ccc(C)cc3)cn(Cc3cccc(C)c3)c2cc1OC	-11%[76.3 µM]
CC(=O)c1ccc(OCc2cc(C(=O)NC(C)c3cnn(C)c3)no2)cc1 (stereo not drawn)	-14%[76.3 µM]
COC(=O)c1ccc2ccccc2c1OC1OC(CO)C(O)C(O)C1NC(C)=O (stereo not drawn)	0%[76.3 µM]
COC(=O)c1ccc(C(=O)N(Cc2ccccc2)c2ccccc2)cc1	-8%[76.3 µM]
O=C(NCc1ccccc1)c1ccc(CNS(=O)(=O)c2ccc(Br)cc2)cc1	14%[76.3 µM]
COCCCn1c(-c2cccc(Cl)c2)nc2c1c(=O)[nH]c(=O)n2Cc1ccccc1	-9%
NS(=O)(=O)c1ccc(NC(=O)CCn2c(=O)oc3ccccc32)cc1	-5%[76.3 µM]
O=S1(=O)CCOC[C@H](CC2CCCCC2)N1Cc1cccc(C(F)(F)F)c1	-25%[76.3 µM]
Cc1ccc(S(=O)(=O)N2C(=O)CCC2C(=O)O/N=C(\N)c2cccc([N+](=O)[O-])c2)cc1 (stereo not drawn)	4%[76.3 µM]
CCc1nc(SCC(=O)Nc2cc(C)ccc2OC)c2c(C)c(C)sc2n1	1%
COc1cccc(NC(=O)c2oc3ccccc3c2NC(=O)c2ccccc2C)c1	0%[76.3 µM]
COc1ccccc1-c1cnn2c(NCc3ccccc3)cc(C)nc12	0%
CC1(C)CCC(=O)N(c2ccc(OC(F)(F)F)cc2)C1=O	-5%
COC(=O)c1ccc(NC(=O)CCc2c(C)nc3c(c2C)c(=O)n(C)c(=O)n3C)cc1	23%[76.3 µM]
CCc1ccccc1N1CC(C(=O)Nc2nccs2)CC1=O (stereo not drawn)	-5%
Cc1cccc(CC(=O)NCC2CCCCC2)c1	1%[76.3 µM]
Cc1occc1C(=O)NCc1nc(-c2ccc(Cl)cc2)no1	0%
COc1ccccc1NC(=O)Cn1c(=O)n(CCc2ccccc2)c(=O)c2c3c(sc21)CN(C(C)=O)CC3	4%[76.3 µM]
COC(=O)C1=C(C)N(C(C)C)C(=O)C1(NC(=O)c1ccc(C(C)(C)C)cc1)C(F)(F)F (stereo not drawn)	0%[76.3 µM]
CN(CCCCOc1ccc(F)cc1)Cc1ccccc1	-2%[76.3 µM]
Cc1ccc(/C=C(\NC(=O)c2ccccc2)C(=O)N2CCCCC2)cc1	-1%[76.3 µM]
CCN1C(=O)[C@H]2[C@@H](c3ccc(C)cc3)N3C(=O)N(c4cccc(C)c4)C(=O)[C@@]3(Cc3ccccc3)[C@H]2C1=O	-9%[76.3 µM]
CC(C)(C)C(=O)NC1CC2CCCC(C1)N2C(=O)Nc1ccc(Cl)cc1 (stereo not drawn)	-23%[76.3 µM]

Three compounds already listed, sorted by molecular weight, lowest first:
SMILES	GAA glycogen
COc1ccccc1-c1cnn2c(NCc3ccccc3)cc(C)nc12	0%
COC(=O)c1ccc(C(=O)N(Cc2ccccc2)c2ccccc2)cc1	-8%[76.3 µM]
COC(=O)C1=C(C)N(C(C)C)C(=O)C1(NC(=O)c1ccc(C(C)(C)C)cc1)C(F)(F)F (stereo not drawn)	0%[76.3 µM]

The list is partial, so the mix of outcomes need not match the whole.
